# Source: PubChem (National Center for Advancing Translational Sciences (NCATS))
# ERG Ets-DNA blk: inhibitors of human ERG Ets domain-DNA interaction; P11308; fluorescence polarization, His-ERG Ets domain / labelled DNA; Potency, µM (series often up to 76.9 µM), inactives show at the top dose FP activity, negative = inhibition, usual class: inhibitors; actives 0.028% (n = 370,000); AID 624246; active means well fitted inhibition curve with a large enough effect in the polarisation, with a control signal flat; inconclusive means small, poorly fitted or top-dose-only effect, or effect the other way, or a change in a side signal; inactive means no such curve, though single readings can be large or run the other way; the % refers to the polarisation;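 further: polarization taken with two DNA probes labelled with fluorescein and Texas red; potency means the concentration at half of the fitted maximal effect; % of control where 0% means no effect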
#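 His-tagged ERG Ets domain (1 uM in the protein solution; 300mM KCl, 50mM Tris-HCl, 1mM EDTA, 1mM DTT, pH 7.5) received compound, then a probe mix of 5 nM fluorescein-DNA and 100nM Texas-615-DNA. Fluorescence polarization was read for both dyes.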
# 12-LOX inh: inhibitors of human 12S-lipoxygenase ALOX12 | P18054 | purified 12hLO, xylenol orange hydroperoxide absorbance | Potency, µM (series often up to 108 µM), without a hit: top-dose activity change, negative = inhibition, actives largely listed as inhibitors | actives 1.1% (n = 580,000); further: potency means the concentration at half of the fitted maximal effect; on the % scale 0 is the no-effect control and ±100 the full control effect
# Target sequence (P18054 whole entry, looked up): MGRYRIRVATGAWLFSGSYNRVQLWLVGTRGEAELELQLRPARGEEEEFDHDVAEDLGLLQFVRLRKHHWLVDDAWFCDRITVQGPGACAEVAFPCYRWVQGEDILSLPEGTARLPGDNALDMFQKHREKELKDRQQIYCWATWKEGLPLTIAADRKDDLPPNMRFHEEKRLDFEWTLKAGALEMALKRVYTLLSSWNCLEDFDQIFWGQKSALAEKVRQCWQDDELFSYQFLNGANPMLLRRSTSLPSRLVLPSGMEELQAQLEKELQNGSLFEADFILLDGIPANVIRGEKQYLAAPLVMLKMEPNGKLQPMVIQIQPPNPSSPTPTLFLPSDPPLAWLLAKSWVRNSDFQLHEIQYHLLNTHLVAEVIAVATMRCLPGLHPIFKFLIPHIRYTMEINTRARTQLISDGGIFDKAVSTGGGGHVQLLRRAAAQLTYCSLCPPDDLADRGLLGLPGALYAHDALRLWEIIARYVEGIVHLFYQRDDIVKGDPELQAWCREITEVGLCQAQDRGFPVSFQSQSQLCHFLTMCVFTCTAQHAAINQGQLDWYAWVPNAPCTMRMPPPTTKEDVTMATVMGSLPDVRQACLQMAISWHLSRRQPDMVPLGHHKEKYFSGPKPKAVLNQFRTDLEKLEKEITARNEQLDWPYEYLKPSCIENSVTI
#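 Hydroperoxide product was detected by ferrous iron/xylenol orange as the 573 to 405 nm absorbance ratio. Arachidonic acid at 40 uM (final) was turned over for 30 min at room temperature by 150 nM human 12hLO, pH 7.0 Hepes buffer, after 15 min compound preincubation.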
# Pol eta inh: inhibitors of human DNA polymerase eta; actives 1.2% (n = 390,000); recombinant Pol eta, fluorescent DNA replication assay; AID 588591; Potency, µM (titrated, usually from 114 µM), for the others: at the highest dose activity change, negative = inhibition, hits mostly inhibitors; further: potency means the concentration at half of the fitted maximal effect; on the % scale 0 is the no-effect control and ±100 the full control effect
#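 Fluorescent replication assay: 50 nM final substrate added after a 15 min room-temperature compound preincubation with 10 nM enzyme. Signal taken at 0 min and again at 10 min.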
# APE1 inh: APE1 (human) endonuclease inhibition; P27695; recombinant APE1, TAMRA/BHQ-2 abasic DNA cleavage fluorescence; Potency, µM (doses to about 65.8 µM), for the others: at the highest dose activity change, negative = inhibition, actives largely listed as inhibitors; actives 0.35% (n = 350,000); AID 2517;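 further: potency means the concentration at half of the fitted maximal effect; plate controls were vehicle for no effect and reference inhibitor for full effect; nearly all actives have a fitted effect of over 55% in size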
#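 Quantitative HTS: incision of a TAMRA/BHQ-2 double-stranded substrate bearing a tetrahydrofuran abasic site by 0.75 nM APE1 raises fluorescence. Substrate 50 nM final, added after 15 min compound preincubation at room temperature; progress as third-minus-first kinetic read difference.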
# Apoferritin bind: binds horse apoferritin like a general anesthetic | Potency, µM (highest dose often 77.5 µM), inactives show at the top dose activity change, negative = displacement, hits mostly inhibitors | actives 0.074% (n = 350,000) | apoferritin/1-aminoanthracene competitive binding, fluorescence | P02791; further: potency means the concentration at half of the fitted maximal effect; on the % scale 0 is the no-effect control and ±100 the full control effect; nearly all actives have a fitted effect of over 20% in size
#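 Apoferritin-based anesthetic binding model; compound displacement of fluorescent 1-AMA measured as endpoint fluorescence after 10 minutes at room temperature, scaled to free-ligand and complex controls.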
# POLB inh: inhibitors of human DNA polymerase beta. P06746. Pol beta primer extension/strand displacement, fluorescence kinetic. Potency, µM (highest dose often 114 µM), for inactives: top-dose activity change, negative = inhibition, usual class: inhibitors. actives 1.3% (n = 340,000); further: potency means the concentration at half of the fitted maximal effect; on the % scale 0 is the no-effect control and ±100 the full control effect
#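 Values derive from four-parameter Hill fits of normalized kinetic data: reads at 0 and 10 min following addition of 50 nM substrate to 10 nM Pol beta preincubated 15 min with compound.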
# Pol kappa inh: blocks human DNA polymerase kappa activity; AID 588579; Potency, µM (highest dose often 107 µM), for inactives: top-dose activity, negative = inhibition, most hits filed as inhibitors; purified Pol kappa, fluorescent DNA synthesis assay, 10 min; actives 0.53% (n = 400,000); Q9UBT6; further: potency means the concentration at half of the fitted maximal effect; on the % scale 0 is the no-effect control and ±100 the full control effect
#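 Readout: fluorescence, taken kinetically at 0 and 10 min. Conditions: 10 nM Pol kappa, 15 min RT compound preincubation, 50 nM substrate final. Controls: enzyme-free buffer wells.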
# RGS4 inh: inhibitors of human regulator of G protein signaling 4; P49798; Transcreener GDP fluorescence polarization, RGS4-accelerated GTP hydrolysis; Potency, µM (doses to about 114 µM), for inactives: top-dose activity change, negative = inhibition, hits mostly inhibitors; actives 0.039% (n = 390,000); AID 504845; further: potency means the concentration at half of the fitted maximal effect; on the % scale 0 is the no-effect control and ±100 the full control effect; nearly all actives have a fitted effect of over 75% in size; some results filed as inactive show a strong effect at the top dose
# Target sequence (P49798 whole entry, looked up): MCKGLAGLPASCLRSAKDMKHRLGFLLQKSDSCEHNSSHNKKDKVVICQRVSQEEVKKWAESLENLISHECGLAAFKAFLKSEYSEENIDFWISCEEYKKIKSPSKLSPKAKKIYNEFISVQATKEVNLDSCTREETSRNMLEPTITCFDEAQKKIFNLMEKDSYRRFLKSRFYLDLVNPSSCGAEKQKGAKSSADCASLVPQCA
#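 MLSMR compounds (23 nl, pin-transferred) preincubated 10 min at room temperature with a 500nM (2x) first reagent, then RGS4 at 900nM (2x) plus Transcreener GDP mix added; fluorescence polarization (620/688 nm) read before and after 90 min at 30 °C.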
# LDHA block: blocks human lactate dehydrogenase A; P00338; actives 0.15% (n = 480,000); AID 1347041; activity change, % (values are at about 110 or 230 µM); purified LDHA, NADH/diaphorase-resazurin fluorescence; active compounds read low; in the data active means activity change below about -30%; inconclusive means mostly about -25% to -30%;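 further: plate controls were DMSO wells for no effect and wells without enzyme for full effect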
#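 Remaining NADH was detected by diaphorase (0.133 mg/mL) converting 37 µM resazurin to fluorescent resorufin, read at 0 and 20 minutes. The preceding 5-minute room-temperature reaction used 2 nM LDHA, 0.2 mM sodium pyruvate and 0.06 mM NADH at pH 7.4.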
# Active calls of the source: *; ? = inconclusive; . = not tested or not shown; [ ] = another dose, or the depositor's remark. Unless noted, the call rests on the fitted dose curve; in most records, active means well fitted curve in the direction sought with a large enough effect; inconclusive means small, poorly fitted or top-dose-only effect, or another doubt; inactive means no such curve, though single readings can be large; an effect the other way counts as inactive or inconclusive. Not all compounds are listed, so the mix of outcomes need not match the whole.
SMILES,ERG Ets-DNA blk,12-LOX inh,Pol eta inh,APE1 inh,Apoferritin bind,POLB inh,Pol kappa inh,RGS4 inh,LDHA block
COCCCNC(=O)C[C@H]1C[C@H](C(=O)N2CCOCC2)[C@@]2(C)c3[nH]c4cc(CCC(=O)N(C)C)ccc4c3CCN2C1=O,6%,11%,-11%,-20%,.,.,1%,-7%,-6
Cc1cc(C)c(NC(=O)CNC(=O)COC(=O)Cc2cccs2)c(C)c1,-4%,-3%,-9%,29%,.,.,-2%,7%,-3
COCCNC(=O)c1cc(-c2ccc3c(c2)OCO3)on1,1%,0%,-6%,-2%,-5%,6%,-7%,-33%,-11
O=C1CC(NCc2ccco2)C(=O)N1CCc1ccccc1 (centres undefined),-7%,7%,-18%,14%,-13%,18%,-6%,19%,-6
Cc1ccc(-n2nc3ccc(NC(=O)Cc4ccc(Cl)cc4)cc3n2)cc1,2%,-14%,?,.,1%,?,-5%,-34%,2
Cn1c(=O)c(=O)n(C)c2cc(S(=O)(=O)N3CCN(c4cccc(C(F)(F)F)c4)CC3)ccc21,-4%,.,-4%,-6%,-3%,-6%,2%,-5%,-7
CC1(c2nnc(-c3cccc(Cl)c3)o2)CC(c2cccnc2)=NO1 (centres undefined),4%,-10%,-2%,.,.,.,3%,0%,-2
O=Cc1c(N2CCSCC2)nc2ccccn2c1=O,-2%,-8%,3%,-1%,-8%,23%,3%,18%,-5
CCOc1cc(C=NNC(=O)c2cccc(S(=O)(=O)N3CCCC3)c2)ccc1O,-9%,13%,-20%,-13%,.,.,7%,-2%,3
O=C(NCCO)c1cc2cc(Cl)cc(Cl)c2oc1=O,1%,?,-20%,-8%,-15%,2%,-5%,-52%,-1
CN(C)S(=O)(=O)c1ccc(N2CCCC2=O)c([N+](=O)[O-])c1,0%,6%,3%,-2%,-15%,18%,-13%,-1%,0
Cc1cccc(C)c1NC(=S)N(CCN(C)C)C(C)c1ccccn1 (centres undefined),-5%,11%,-7%,1%,-1%,-1%,-10%,3%,-3

# Some of the entries so far, with two lines to a compound.
# Fields: ERG Ets-DNA blk	12-LOX inh	Pol eta inh	APE1 inh	Apoferritin bind	POLB inh	Pol kappa inh	RGS4 inh	LDHA block
COCCCNC(=O)C[C@H]1C[C@H](C(=O)N2CCOCC2)[C@@]2(C)c3[nH]c4cc(CCC(=O)N(C)C)ccc4c3CCN2C1=O
 : 6%	11%	-11%	-20%	.	.	1%	-7%	-6
Cc1cc(C)c(NC(=O)CNC(=O)COC(=O)Cc2cccs2)c(C)c1
 : -4%	-3%	-9%	29%	.	.	-2%	7%	-3
COCCNC(=O)c1cc(-c2ccc3c(c2)OCO3)on1
 : 1%	0%	-6%	-2%	-5%	6%	-7%	-33%	-11
O=C1CC(NCc2ccco2)C(=O)N1CCc1ccccc1 (centres undefined)
 : -7%	7%	-18%	14%	-13%	18%	-6%	19%	-6
Cc1ccc(-n2nc3ccc(NC(=O)Cc4ccc(Cl)cc4)cc3n2)cc1
 : 2%	-14%	?	.	1%	?	-5%	-34%	2
Cn1c(=O)c(=O)n(C)c2cc(S(=O)(=O)N3CCN(c4cccc(C(F)(F)F)c4)CC3)ccc21
 : -4%	.	-4%	-6%	-3%	-6%	2%	-5%	-7
CC1(c2nnc(-c3cccc(Cl)c3)o2)CC(c2cccnc2)=NO1 (centres undefined)
 : 4%	-10%	-2%	.	.	.	3%	0%	-2
O=Cc1c(N2CCSCC2)nc2ccccn2c1=O
 : -2%	-8%	3%	-1%	-8%	23%	3%	18%	-5
CCOc1cc(C=NNC(=O)c2cccc(S(=O)(=O)N3CCCC3)c2)ccc1O
 : -9%	13%	-20%	-13%	.	.	7%	-2%	3
O=C(NCCO)c1cc2cc(Cl)cc(Cl)c2oc1=O
 : 1%	?	-20%	-8%	-15%	2%	-5%	-52%	-1

# Limited to ERG Ets-DNA blk (two entries from above):
Compound,ERG Ets-DNA blk
Cc1ccc(-n2nc3ccc(NC(=O)Cc4ccc(Cl)cc4)cc3n2)cc1,2%
Cc1cccc(C)c1NC(=S)N(CCN(C)C)C(C)c1ccccn1 (centres undefined),-5%

# The results go on.
SMILES,ERG Ets-DNA blk,12-LOX inh,Pol eta inh,APE1 inh,Apoferritin bind,POLB inh,Pol kappa inh,RGS4 inh,LDHA block
Cc1nc(C)c(C(=O)OCC(=O)NCCc2ccc(F)cc2)s1,57%[activator],-27%,6%,0%,.,.,-1%,-5%,-9
CC(=O)C1=C(C)OC(N)=C(C#N)C1c1cccnc1 (centres undefined),5%,-3%,-7%,-3%,-3%,17%,-3%,-7%,12
COc1ccc(CCNC(=O)CCNC(=O)N2CC(=O)Nc3ccccc32)cc1OC,-19%,-3%,-15%,61%[activator],-4%,22%,-14%,-9%[11.4 µM],-1
COc1cccc(-c2ncc3ccccc3c2COC(=O)N(C)C)c1,11%,-4%,3%,12%,.,.,-1%,-19%,-5
CCCCN(CC)C(=O)c1ccc(Cl)c(Cl)c1,0%,-18%,0%,-5%,-24%,1%,-12%,19%,-2
CC1CCc2nc(NC(=O)CN3CCN(Cc4ccc5c(c4)OCO5)CC3)sc2C1 (centres undefined),-5%,-10%,-27%,-1%,-11%,-3%,-10%,9%,1
COc1cccc(-n2c(N)c(C(=O)Nc3c(C)n(C)n(-c4ccccc4)c3=O)c3nc4ccccc4nc32)c1,2%,0%,-22%,?,4%,-20%,-32%,?,0
COc1cc(C2CC(=O)N(CC(=O)NCc3ccco3)c3ccccc3S2)cc(OC)c1OC (centres undefined),-3%,-29%,3%,-2%,-5%,2%,-19%,0%,-6
O=C(Nc1nccs1)c1cc2c(s1)CCCCC2,4%,-4%,0%,-5%,-18%,?,-4%,-3%,-6
CCCCOc1ccc(C(=O)Nc2ccc(S(=O)(=O)Nc3nc(C)cc(C)n3)cc2)cc1,12%,-6%,-18%,.,?,-1%,-5%,-5%,-5
Cc1nc(C)c(C(=O)N2CCCC(CCC(=O)NCc3ccc(F)c(F)c3)C2)s1 (centres undefined),-3%,-1%,-2%,5%,-10%,-2%,8%,-17%,-7
